CHRM4 antagonist = antagonists of human muscarinic M4 receptor (CHRM4) | P08173 | CHO-hM4 cells, ACh EC80, Fluo-8 calcium fluorescence | inhibition, % at 3 µM | actives 0.73% (n = 360,000) | AID 624125;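 active = inhibition above its plate's cutoff, the mean inhibition of sample wells plus 3 SD, cut at about 27% in these data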;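 also: 0% = acetylcholine EC80 with DMSO and 100% = DMSO without agonist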
Target sequence (P08173 whole entry, looked up): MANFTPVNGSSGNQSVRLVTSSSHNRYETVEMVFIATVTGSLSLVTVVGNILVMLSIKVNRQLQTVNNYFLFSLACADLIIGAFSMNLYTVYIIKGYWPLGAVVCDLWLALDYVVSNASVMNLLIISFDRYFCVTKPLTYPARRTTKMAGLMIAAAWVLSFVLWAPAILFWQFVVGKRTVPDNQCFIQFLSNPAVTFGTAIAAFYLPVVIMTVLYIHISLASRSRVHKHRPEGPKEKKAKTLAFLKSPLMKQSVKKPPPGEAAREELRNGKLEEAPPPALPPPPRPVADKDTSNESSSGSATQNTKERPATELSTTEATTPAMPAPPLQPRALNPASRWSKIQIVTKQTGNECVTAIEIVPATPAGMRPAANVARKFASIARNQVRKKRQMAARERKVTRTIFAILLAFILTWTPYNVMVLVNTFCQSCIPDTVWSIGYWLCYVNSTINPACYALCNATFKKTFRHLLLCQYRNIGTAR
M4 ag = CHRM4 agonism in calcium assay; CHO-K1 hM4/Gqi5, Fluo-8 calcium fluorescence; vehicle 0%, full acetylcholine response 100%; actives 0.14% (n = 360,000); activation, % at 3 µM; P08173;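 active = activation above the run mean over all test wells plus 3 SD, cut at about 32% in these data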;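 also: peak over basal fluorescence ratio per well then scaled between controls; 0% = DMSO wells and 100% = acetylcholine at EC100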
CHO-K1 Ca antag = counter-screen for M1 antagonists: effect in parental CHO-K1 cells; ATP-induced calcium, Fluo-8 fluorescence; inhibition, % at 3 µM; actives 0.6% (n = 360,000); AID 602250;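 active = inhibition above a per-plate cutoff, the plate's mean sample inhibition plus 3 SD, cut at about 24% in these data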;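 also: 0% = DMSO plus EC80 ATP and 100% = DMSO alone without ATP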
M1 ag parental = M1 agonist counterscreen hit in parental CHO-K1 cells | Fluo-8 calcium fluorescence; scaled to maximal ATP response, vehicle zero | actives 0.48% (n = 360,000) | activation, % at 3 µM | AID 602248; in the data active = activation above about 15%;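 also: untransfected CHO-K1 host cells lacking M1 receptor as counterscreen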
M1 antag = antagonists of human M1 muscarinic receptor. inhibition, % at 3 µM. actives 1.3% (n = 360,000). P11229. CHO-K1 hM1, Fluo-8 calcium fluorescence, ACh EC80 antagonist;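 active = percent inhibition above its own plate's cutoff, namely the mean of that plate's compound wells plus 3 SD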;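 also: peak over basal fluorescence ratio during 140 s after agonist addition; 0% = ACh EC80 plus DMSO and 100% = DMSO alone without agonist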
Target sequence (P11229 whole entry, looked up): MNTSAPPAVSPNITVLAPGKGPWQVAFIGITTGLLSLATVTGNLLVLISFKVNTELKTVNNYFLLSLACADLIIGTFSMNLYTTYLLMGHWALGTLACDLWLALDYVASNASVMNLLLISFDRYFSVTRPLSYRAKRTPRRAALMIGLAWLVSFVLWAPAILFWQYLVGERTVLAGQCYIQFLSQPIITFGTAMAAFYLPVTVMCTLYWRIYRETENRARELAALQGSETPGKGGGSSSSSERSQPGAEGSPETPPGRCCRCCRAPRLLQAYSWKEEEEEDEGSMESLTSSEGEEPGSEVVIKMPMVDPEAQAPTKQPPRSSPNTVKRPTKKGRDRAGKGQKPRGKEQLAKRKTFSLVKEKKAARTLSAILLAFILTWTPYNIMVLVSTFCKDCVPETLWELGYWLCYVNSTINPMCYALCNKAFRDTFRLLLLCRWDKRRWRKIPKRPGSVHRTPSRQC
CHO parental Ca = signal in parental CHO cells, OX1R antagonist counter-screen; parental CHO-K1, ATP-induced calcium, Fluo-8 fluorescence; inhibition, % at 5.6 µM; actives 0.63% (n = 330,000); AID 463079;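 active = inhibition above that plate's mean sample inhibition plus 3 SD, cut at about 26% in these data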;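 also: 0% = ATP-challenged DMSO wells and 100% = DMSO wells without ATP; some compounds past the cut are filed as inactive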
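test system = CHO parental line | reagent = ATP stimulus | measured by = intracellular calcium via Fluo-8 no-wash fluorescent dye | control set = ATP and no-ATP DMSO wells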
CHRM1 PAM = potentiates human M1 receptor response to acetylcholine; P11229; CHO-K1 hM1, Fluo-8 calcium fluorescence, ACh EC20; 0% = ACh EC20, 100% = maximal ACh; activation, % at 3 µM; actives 0.088% (n = 360,000); in the data active = activation above about 19%, passing the limit was not always enough
M1 ag = human M1 muscarinic receptor agonism. CHO-K1 hM1, Fluo-8 calcium fluorescence, agonist mode; 0% DMSO, 100% acetylcholine EC100. P11229. actives 0.33% (n = 360,000). activation, % at 3 µM;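 active = activation above the run's mean compound activation plus 3 SD, cut at about 16% in these data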;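 also: peak over basal fluorescence ratio within a 140 s kinetic read after compound addition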
OXTR potentiator = potentiators of human oxytocin receptor | P30559 | CHO-OTR cells, Fluo-8 calcium fluorescence, potentiator mode; 0% = oxytocin EC15, 100% = EC100 | activation, % at 3 µM | actives 0.061% (n = 320,000) | AID 2445;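 active = activation above that plate's cutoff, the mean activation of tested compounds plus 3 SD, cut at about 6.6% in these data, passing the limit was not always enough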;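 also: 100% uses oxytocin at 75 nM as the full agonist control; some results filed as inactive read as strong as hits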
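Material: CHO-OTR cells, human receptor; compound dosing: single dose, 3.0 µM nominal final compound concentration; schedule: 6 min compound pre-incubation at room temperature, 100 s kinetic read; measured by: kinetic Fluo-8 calcium fluorescence; read-out basis: % activation vs EC15 and EC100 oxytocin; controls: EC15 oxytocin alone as 0%, 75 nM oxytocin as 100%; replicates: singlicate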
* = called active by the depositor; · = no result given.

SMILES | CHRM4 antagonist | M4 ag | CHO-K1 Ca antag | M1 ag parental | M1 antag | CHO parental Ca | CHRM1 PAM | M1 ag | OXTR potentiator
COc1ccc(CNC(=O)CC[C@H]2O[C@@H](n3cnc4c(NC(=O)c5ccccc5)ncnc43)[C@H](O)[C@@H]2O)cc1 | -10 | 1 | 6 | 0.7 | -5 | · | 5 | -1 | ·
O=C(O)CC1(C(=O)O)CC2C=CC1C2 (stereo unspecified) | 4 | 1 | 2 | 0.1 | 2 | · | 1 | -1 | ·
COc1cc(/C=N/Nc2ccc(S(N)(=O)=O)cc2[N+](=O)[O-])cc(OC)c1O | -9 | 1 | -7 | -0.7 | -10 | -15 | 4 | -6 | 0
CCC(c1nnc(SCC(=O)NCCc2ccc(Cl)cc2Cl)o1)N(C)C (stereo unspecified) | -2 | 2 | 0 | 0.3 | 1 | -18 | 0 | -6 | -6
O=C(Cc1c(Cl)cccc1Cl)NCCc1ccc(Cl)cc1 | -3 | -3 | 12 | -0.4 | -3 | 0 | 3 | -1 | -9
CCN(C(=O)c1cc2c(=O)[nH]c3ccc(C)cc3c2s1)c1ccccc1F | 3 | 0 | 0 | 0.4 | -10 | -4 | 5 | 0 | -13
O=C(CN(c1ccc(F)cc1)S(=O)(=O)c1ccc2c(c1)OCCO2)NCc1ccncc1 | 6 | 2 | 20 | 0.3 | 11 | -22 | 2 | -4 | -20
Cc1cc(C)n(-c2nnc(C)n2/N=C/c2ccco2)n1 | -1 | 1 | -15 | 0.5 | -9 | 3 | 9 | -4 | 3
COc1ccc(C(=O)NC(C(=O)NCC2CCCO2)C(C)C)cc1 (stereo unspecified) | 8 | 11 | -2 | 3.9 | 13 | -6 | -8 | -5 | 0
COc1ccc(OC)c(S(=O)(=O)N2CCCC(N3CCN(c4ccccc4)CC3)C2)c1 (stereo unspecified) | -3 | 2 | -9 | 1.4 | -16 | -38 | 10 | -1 | -4
Cc1ccc(C2=NNC(C(O)C(O)C(O)C(C)O)S2)cc1 (stereo unspecified) | 1 | 0 | -7 | 0.1 | 0 | 9 | 0 | -3 | -2
Cc1ccc(NC(=O)C2CCN(S(=O)(=O)c3ccc(C(C)(C)C)cc3)CC2)cc1S(=O)(=O)N1CCOCC1 | -1 | 8 | -16 | 2.5 | 1 | · | 4 | -3 | ·
Cc1ccc(-c2ccc(/C=N/n3cnnc3)o2)cc1Cl | -3 | 1 | -2 | 0.4 | -4 | -9 | 7 | -6 | -7
O=C(NC(=S)N1CCCC1)c1cccc([N+](=O)[O-])c1 | 7 | 1 | -4 | 0.5 | -1 | -3 | -1 | -3 | 0
CCC(C)NC(=O)C1(O)c2ccccc2NC(=O)N1c1ccc(C)c(C)c1 (stereo unspecified) | 0 | 17 | 0 | 5.4 | 9 | -6 | -6 | -4 | -12
C[n+]1cccc(C(=O)O)c1 | 6 | 1 | 1 | 0.1 | -30 | · | -4 | 4 | ·
CCOc1ccc(S(=O)(=O)N(C)CCO)cc1-c1nc2c(C(C)(C)C)nn(C)c2c(=O)[nH]1 | 11 | 12 | -13 | 4.9 | 0 | -16 | -1 | -2 | -10
Cc1ccc(OCC(=O)O/N=C(\N)Cc2ccc([N+](=O)[O-])cc2)cc1C | 3 | 0 | -3 | 0.0 | -17 | -17 | 13 | -2 | -16
CCS(=O)(=O)N1Cc2cc(C(=O)NCCOC)nc(-c3cccc(-c4ccncc4)c3)c2[C@H]1CCO | 2 | 1 | -20 | -0.1 | · | · | · | · | ·
Cc1ccc2[nH]c3c(=O)n(CCCN4CCN(C)CC4)cnc3c2c1 | -11 | 0 | -1 | -0.4 | 1 | -6 | 0 | -6 | 2
O=[N+]([O-])c1ccc(COc2ccc(-c3[nH]ncc3-c3ccc(Cl)cc3)c(O)c2)cc1 | 9 | 2 | 9 | 0.4 | 1 | -17 | -4 | -4 | -10
CC(Nc1n[nH]c(=O)[nH]c1=O)C(=O)N/N=C/c1ccccc1 (stereo unspecified) | -7 | 0 | 7 | 0.0 | -15 | -5 | 11 | 0 | 5
Cc1cc(Nc2ccccc2)c2c([N+](=O)[O-])c(C)cc(C)c2n1 | -2 | -2 | -15 | -0.4 | -1 | -33 | -8 | -4 | -15
COC(=O)CNC(=O)Cn1c(=O)n(Cc2ccc(F)cc2)c(=O)c2sccc21 | 0 | 2 | 6 | 0.7 | -12 | 0 | 14 | 2 | -2
O=C(CN1CCCC1)NC12CC3CC(CC(C3)C1)C2 | -7 | 0 | -10 | 5.2 | -5 | 3 | 1 | -10 | -8
Cc1ccc(C)c(NC(=O)CN(C)C(=O)c2sccc2C)c1 | -5 | 0 | -2 | 0.2 | -8 | 1 | 11 | 0 | 2
Cc1cc(C(=O)Nc2ccccc2C)on1 | 12 | 1 | -4 | -0.1 | -10 | -5 | 11 | -3 | -4
Nc1cc([N+](=O)[O-])ccc1Nc1ccccc1 | -14 | 4 | 7 | 2.5 | 5 | -6 | -6 | -4 | -6
C#Cc1ccc(CN2CCC(Oc3ccc(C(=O)NCc4ccccn4)cc3)CC2)cc1 | 20 | 4 | 12 | 1.6 | 78* | -14 | -24 | -6 | 0
CC1(C)CC(=O)C(C=N)=C(O)C1 | -3 | 0 | -12 | 0.7 | -23 | -6 | 6 | -2 | -2
CCOCCCNC(=O)CNC(=S)N(Cc1ccc(C)cc1)Cc1ccco1 | 0 | 2 | -4 | 1.5 | -12 | -35 | 7 | -2 | -21
COc1ccc(Cc2nc(-c3cccc(C)c3)no2)cc1 | 5 | 0 | 7 | 0.4 | -6 | -4 | -3 | -3 | -14
NC(=S)NNc1cccc2cccnc12 | -6 | 0 | -12 | -0.4 | -6 | 6 | 7 | -5 | -8
CCN(CC(=O)NCc1cccs1)C(=O)/C=C/c1cc(Br)ccc1OC(F)F | -21 | 4 | 2 | 0.7 | -3 | -20 | 7 | -4 | -5
CN(C(=O)C1CCC(=O)N(C2CC2)C1)C1CCCCC1 (stereo unspecified) | -5 | 1 | -7 | 0.6 | 0 | -12 | 5 | -3 | -5
Cc1oc(-c2ccccc2F)nc1CSCC(=O)NC1CCC(C)CC1 (stereo unspecified) | 4 | 5 | -6 | 7.3 | 2 | -22 | -5 | -1 | -8
CCN(C(=O)COc1ncnc2ccc(Br)cc12)C1CCS(=O)(=O)C1 (stereo unspecified) | -4 | 1 | -6 | 0.0 | -3 | 0 | 5 | -4 | -14
CCOc1ccccc1NC(=O)C(OC(=O)c1cc(C)oc1C)c1ccccc1 (stereo unspecified) | -3 | 0 | -9 | 1.0 | -11 | -4 | 2 | -10 | -9
Cc1ccc(N(CC(N)=O)C2SC(=O)N(Cc3cccc(C(=O)O)c3)C2=O)cc1 (stereo unspecified) | -6 | 1 | 14 | -0.2 | -7 | -5 | 5 | -1 | 1
CCN1CCCC1CNc1ccc(S(C)(=O)=O)cc1[N+](=O)[O-] (stereo unspecified) | -3 | 1 | -1 | 0.5 | 15 | -7 | -4 | -8 | -2

Looked up by compound from the entries so far:
SMILES | CHRM4 antagonist | M4 ag | CHO-K1 Ca antag | M1 ag parental | M1 antag | CHO parental Ca | CHRM1 PAM | M1 ag | OXTR potentiator
CCN(C(=O)COc1ncnc2ccc(Br)cc12)C1CCS(=O)(=O)C1 (stereo unspecified) | -4 | 1 | -6 | 0.0 | -3 | 0 | 5 | -4 | -14
CCOc1ccccc1NC(=O)C(OC(=O)c1cc(C)oc1C)c1ccccc1 (stereo unspecified) | -3 | 0 | -9 | 1.0 | -11 | -4 | 2 | -10 | -9
Cc1ccc(N(CC(N)=O)C2SC(=O)N(Cc3cccc(C(=O)O)c3)C2=O)cc1 (stereo unspecified) | -6 | 1 | 14 | -0.2 | -7 | -5 | 5 | -1 | 1
CCN1CCCC1CNc1ccc(S(C)(=O)=O)cc1[N+](=O)[O-] (stereo unspecified) | -3 | 1 | -1 | 0.5 | 15 | -7 | -4 | -8 | -2

(next part)
SMILES | CHRM4 antagonist | M4 ag | CHO-K1 Ca antag | M1 ag parental | M1 antag | CHO parental Ca | CHRM1 PAM | M1 ag | OXTR potentiator
CN(C)C(=O)COC(=O)c1cc(Cl)cc(Cl)c1N | 4 | 2 | -5 | -0.1 | -9 | -30 | 10 | -2 | -6
C#CCNC(=O)C1=C[C@H](c2coc3ccccc3c2=O)C[C@H](OCc2ccc(CO)cc2)O1 | -3 | 5 | -15 | 0.1 | 0 | -15 | -1 | -4 | 8
CCN(CC)Cc1nc2nc(Cl)c(Cl)nc2[nH]1 | -14 | 1 | -6 | 0.3 | -15 | · | 9 | -5 | ·
CCCCNS(=O)(=O)c1ccc2nc(SCC(N)=O)[nH]c2c1 | -3 | 0 | -8 | 0.8 | -21 | -6 | 13 | -3 | 0
CCOC(=O)Cc1csc(NS(=O)(=O)c2ccc(C(F)(F)F)cc2)n1 | -6 | 1 | -15 | 1.6 | -15 | -13 | 7 | -3 | 2
CCCCNC(=O)C1CCN(S(=O)(=O)c2cnc[nH]2)CC1 | -3 | 1 | 1 | 0.1 | -12 | -1 | 0 | -2 | -5
C[C@@H]1CN([C@@H](C)CO)C(=O)CCCn2cc(nn2)CO[C@H]1CN(C)S(=O)(=O)c1ccc2c(c1)OCCCO2 | -1 | 1 | 2 | 0.2 | -13 | · | 6 | -2 | ·
CC1CCCC(C)N1C(=O)COC(=O)Cn1cnc2c1c(=O)n(C)c(=O)n2C (stereo unspecified) | 3 | 2 | -9 | 3.3 | -18 | 6 | 16 | 1 | -5
CCCN(CCC)Cc1c(C(=O)N/N=C/C(C)=C\c2ccccc2)nnn1-c1nonc1N | 0 | 0 | -20 | 1.1 | -14 | 7 | 13 | -4 | -15
COc1ccccc1N1CCN(C(=O)c2cc(C(=O)N3CCN(c4ccccc4OC)CC3)cc([N+](=O)[O-])c2)CC1 | -5 | 1 | 5 | -0.2 | 5 | 3 | -7 | -1 | 3
O=C(CSc1cn(CCNC(=O)c2c(F)cccc2F)c2ccccc12)NCC1CCCO1 (stereo unspecified) | -11 | 12 | 2 | 3.9 | 8 | -34 | -8 | 0 | -7
O=C(O)CCSc1ccccn1 | 3 | 4 | 14 | 0.0 | 2 | 1 | 1 | -2 | -3
CC1c2[nH]c3ccccc3c2C[C@H]2C(=O)N(CCO)CC(=O)N12 (stereo partly specified) | 4 | 6 | -8 | 1.7 | 2 | -1 | -1 | -3 | -4
COc1ccccc1C(=O)COC(=O)CN1C(=O)c2ccccc2C1=O | 3 | 1 | -5 | 0.7 | -6 | -15 | 3 | -2 | -10
NC(=O)CC(NC(=O)Cc1cccc2ccccc12)c1ccc(N2CCC(N3CCCC3)CC2)c([N+](=O)[O-])c1 (stereo unspecified) | -3 | 0 | 4 | -0.6 | 7 | -8 | -5 | -10 | 1
COc1ccc2nc(NC(=O)CSc3nccc(C)n3)sc2c1 | 2 | 4 | 11 | 1.8 | 7 | -12 | -1 | -1 | -29
O=C(Nc1nccs1)c1ccc(CSc2nnnn2-c2ccccc2)cc1 | 20 | 4 | 15 | 3.0 | 1 | 4 | -8 | -4 | -6
O=S1(=O)CC(N2CCN(Cc3ccccc3F)CC2)CN1Cc1cn(Cc2ccc(Cl)cc2)nn1 (stereo unspecified) | 3 | 8 | -14 | 4.7 | · | · | · | · | ·

Assay outcomes from PubChem.
